From PubChem
PHOSPHO1 block – blocks human PHOSPHO1 phosphatase activity. Q8TCT1. recombinant PHOSPHO1, absorbance phosphatase assay. inhibition, % at 13.3 µM. actives 1.1% (n = 290,000); in the data active means inhibition above about 60%
Target sequence (Q8TCT1 whole entry, looked up): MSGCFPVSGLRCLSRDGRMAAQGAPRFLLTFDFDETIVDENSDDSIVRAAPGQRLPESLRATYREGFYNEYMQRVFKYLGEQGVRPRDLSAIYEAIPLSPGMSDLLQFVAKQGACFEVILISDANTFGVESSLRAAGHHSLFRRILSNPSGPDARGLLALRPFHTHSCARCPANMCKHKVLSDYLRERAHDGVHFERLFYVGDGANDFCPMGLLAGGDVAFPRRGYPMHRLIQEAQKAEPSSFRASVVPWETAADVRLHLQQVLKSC
MEKK2wt PB1 HTS – raises or lowers MEK5 binding to wildtype human MEKK2 PB1 domain; Q9Y2U5; bead flow cytometry, Alexa488-MEK5 binding to MEKK2 WT; actives lie on both sides; binding response (% of control), % at 10 µM; actives 1.1% (n = 290,000); in the data active means binding response below about 67% or above about 130%
OXTR ag – activates the human oxytocin receptor | P30559 | CHO-OTR cells, Fluo-8 calcium fluorescence; normalized: DMSO 0%, oxytocin 100% | activation, % at 3 µM | actives 0.32% (n = 320,000);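 active means activation above the mean of all tested compounds plus 3 SD, cutoff set per screening run, cut at about 20% in these data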;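 further: peak over basal fluorescence ratio from a 100 s FLIPR kinetic read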
Target sequence (P30559 whole entry, looked up): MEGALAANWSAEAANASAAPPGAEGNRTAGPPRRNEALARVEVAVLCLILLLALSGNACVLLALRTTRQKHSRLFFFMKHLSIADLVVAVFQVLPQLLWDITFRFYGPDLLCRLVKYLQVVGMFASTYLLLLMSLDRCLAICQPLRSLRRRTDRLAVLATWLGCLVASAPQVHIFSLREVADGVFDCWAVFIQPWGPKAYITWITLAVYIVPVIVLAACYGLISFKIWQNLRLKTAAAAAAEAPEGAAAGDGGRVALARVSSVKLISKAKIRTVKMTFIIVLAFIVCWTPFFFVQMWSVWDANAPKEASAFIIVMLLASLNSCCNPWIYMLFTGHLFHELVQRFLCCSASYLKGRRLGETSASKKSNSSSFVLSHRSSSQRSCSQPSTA
NALP1 yeast inh – inhibitors of NALP1 inflammasome in yeast | S. cerevisiae NALP1/ASC/caspase-1 growth, X-gal OD620, 72 h | inhibition, % at 10 µM | actives 0.61% (n = 280,000) | AID 2071; in the data active means inhibition mostly above about 24%, no sharp cut-off; inactive means mostly below about 32%; further: some compounds called inactive have numbers as strong as hits
PfM18AAP inh – PfM18AAP enzyme inhibition | recombinant PfM18AAP, H-Glu-NHMec fluorogenic cleavage | inhibition, % at 7.35 µM | actives 1.2% (n = 290,000);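 active means inhibition above the campaign mean inhibition over all tested compounds plus 3 SD, cut at about 28% in these data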;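 further: 0% = plate median of test compound wells and 100% = 2 mM ZnCl2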
MEKK3 PB1 HTS – raises or lowers MEK5 binding to the human MEKK3 PB1 domain; bead-based flow cytometry, Alexa488-MEK5 binding to MEKK3; actives lie on both sides; 0 = blocked by unlabeled MEK5, 100 = vehicle; actives 1.4% (n = 290,000); Q99759; binding response (% of control), % at 10 µM; AID 1529;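 active means binding response more than 3 SD above or below the average of its plate-row segment, actives on both sides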;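 further: Alexa488 bead fluorescence after subtracting the streptavidin-only scavenger bead signal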
GPR7 antagonist – blocks human GPR7 receptor signaling. GPR7-expressing cells, fluorescence antagonist assay. actives 1.1% (n = 290,000). P48145. inhibition, % at 4.4 µM; in the data active means inhibition above about 16%, passing the limit was not always enough;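 further: cells stimulated with the agonist NPW; 0% = agonist with vehicle and 100% = vehicle without agonist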
Target sequence (P48145 whole entry, looked up): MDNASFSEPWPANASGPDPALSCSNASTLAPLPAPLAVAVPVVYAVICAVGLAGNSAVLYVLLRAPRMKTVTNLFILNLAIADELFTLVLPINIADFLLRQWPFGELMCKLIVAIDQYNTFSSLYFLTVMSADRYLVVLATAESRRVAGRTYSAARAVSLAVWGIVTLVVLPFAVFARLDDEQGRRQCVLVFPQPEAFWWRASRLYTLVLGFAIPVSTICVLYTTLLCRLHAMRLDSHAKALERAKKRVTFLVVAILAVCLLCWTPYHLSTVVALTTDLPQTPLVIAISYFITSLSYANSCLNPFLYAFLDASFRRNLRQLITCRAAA
FID counter – fluorescent intercalator displacement, NS3 helicase counter-screen | DNA fluorescent intercalator displacement, fluorescence | inhibition, % at 7.9 µM | actives 0.17% (n = 290,000) | AID 1845; in the data active means inhibition above about 37%;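 further: 0% = vehicle and 100% = reference compound; higher means more ethidium bromide displaced from hairpin DNA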
MEKK2 mut-MEK5 – signal of MEK5 binding to mutant human MEKK2 PB1 domain. bead flow cytometry, Alexa488-MEK5 binding to MEKK2 mutant. percent response, % at 10 µM. actives 0.35% (n = 290,000). AID 1530; in the data active means percent response above about 24%, passing the limit was not always enough; further: inactives centre near 1; some results filed as inactive read as strong as hits; reference of the scale not given here
Starred values were filed as active, the others as inactive; . = no result given; & = joins results of further samples; [ ] = another dose, or the depositor's remark.

Sample of the layout, 6 compounds:
Values run as follows: FID counter	OXTR ag	MEKK2wt PB1 HTS	MEKK3 PB1 HTS	MEKK2 mut-MEK5	PfM18AAP inh	PHOSPHO1 block	GPR7 antagonist	NALP1 yeast inh
(1) c1ccc(-n2nnnc2CN2CCOCC2)cc1
→ -1	0.8	100	104	0	1	7	-8	15
(2) Cc1cc(C)c2nc(SC(C)C(=O)NCC(=O)Nc3ccc(F)c(F)c3F)cc(C)c2c1 (stereo not given)
→ 0	-0.9	102	121	0	1	-12	-5	18
(3) CCCCNC(=O)C1CCC(CNc2nc(=S)[nH]c3ccccc23)CC1 (stereo not given)
→ -6	-1.7	96	101	0	4	-16	-19	-10
(4) O=S(=O)(c1cnccc1N1CCN(/N=C/c2ccc(Br)cc2)CC1)N1CCCCC1
→ 2	1.2	100	98	-6	5	31	-6	19
(5) COc1cccc(NC(=O)c2ccc3c(c2)N(CC(=O)N2CCOCC2)C(=O)C(C)(C)O3)c1
→ -29	1.6	102	104	2	-14	36	-13	9
(6) Cc1cccc(N2CCN(C(=O)CCS(=O)(=O)c3ccc(Br)cc3)CC2C)c1 (stereo not given)
→ -44	-0.5	105	107	-1	-9	-12	-7	14

All compounds of this part, previewed entries included:
Values run as follows: FID counter	OXTR ag	MEKK2wt PB1 HTS	MEKK3 PB1 HTS	MEKK2 mut-MEK5	PfM18AAP inh	PHOSPHO1 block	GPR7 antagonist	NALP1 yeast inh
(1) c1ccc(-n2nnnc2CN2CCOCC2)cc1
→ -1	0.8	100	104	0	1	7	-8	15
(2) Cc1cc(C)c2nc(SC(C)C(=O)NCC(=O)Nc3ccc(F)c(F)c3F)cc(C)c2c1 (stereo not given)
→ 0	-0.9	102	121	0	1	-12	-5	18
(3) CCCCNC(=O)C1CCC(CNc2nc(=S)[nH]c3ccccc23)CC1 (stereo not given)
→ -6	-1.7	96	101	0	4	-16	-19	-10
(4) O=S(=O)(c1cnccc1N1CCN(/N=C/c2ccc(Br)cc2)CC1)N1CCCCC1
→ 2	1.2	100	98	-6	5	31	-6	19
(5) COc1cccc(NC(=O)c2ccc3c(c2)N(CC(=O)N2CCOCC2)C(=O)C(C)(C)O3)c1
→ -29	1.6	102	104	2	-14	36	-13	9
(6) Cc1cccc(N2CCN(C(=O)CCS(=O)(=O)c3ccc(Br)cc3)CC2C)c1 (stereo not given)
→ -44	-0.5	105	107	-1	-9	-12	-7	14
(7) CC(C)(S)[C@@H](N)C(=O)O
→ -4	0.2	92	99	-4	24	1	-2	18
(8) CCN(CC)S(=O)(=O)c1ccc(Oc2ccc(S(=O)(=O)N(CC)CC)cc2)cc1
→ -8	18	94	97	-3	2	-24	-8	3
(9) Cc1sc2nc3n(c(=O)c2c1C)NC(=O)CC3
→ 0	-2.5	92	99	-6	-4	-3	15	-15
(10) Cc1cc(-c2nnc(SCC(=O)c3ccc(Cl)cc3)o2)no1
→ -2	0.5	96	112	-1	5	-3	-7	34
(11) COc1cc(/C=C/C(=O)OCC(=O)NC2CCS(=O)(=O)C2)ccc1O (stereo not given)
→ -1	-0.2	105	106	-2	-8	22	3	22
(12) COc1ccc(N2CCN(C(=O)CSc3nc4c(c(=O)n(C)c(=O)n4C)n3C(C)C)CC2)cc1
→ -14	-1.4	101	101	4	3	35	-6	10
(13) O=C(Nc1ccc(S(=O)(=O)N2CCCC2)cc1)C1CCCN1C(=O)c1cccs1 (stereo not given)
→ -10	0.5	97	100	-2	0	-7	-6	5
(14) CC(=O)Nc1ccc(C(=O)NCC2(N3CCCCC3)CCCCC2)cc1
→ -3	1.0	94	92	-4	14	8	-2	10
(15) O=C(OCc1cnc(Cl)s1)c1ccccc1Cl
→ -4	-2.1	101	100	7	5	12	2	-5
(16) CC(/C=N/Nc1nc2ccccc2[nH]1)=C\c1ccccc1
→ 12	0.1	127	103	28	9	-3	-15	39
(17) O=C(NCC(=O)N1CCC2(CC1)NCCc1[nH]cnc12)c1ccc(F)cc1
→ 5	1.3	103	101	7	4	41	-6	7
(18) CCOc1ccc(C2=NNC(c3cccs3)=Nc3ccc(OC)cc32)cc1
→ -19	1.3	97	113	-1	1	-19	-4	-13
(19) CN(CCOc1ccccc1)CC(=O)Nc1cc([N+](=O)[O-])ccc1Cl
→ 6	1.7	101	105	-2	-3	-32	-4	35
(20) CC(C)(/C=N/O)/[N+]([O-])=C/c1ccccc1
→ -3	0.4	95	95	-6	2	42	-18	8
(21) O=C(O)CNc1ccccc1C(=O)O
→ 0	0.9	104	104	0	0	36	4	2
(22) Cc1cc(NC(=O)CSc2nc3cc(C)c(C)cc3cc2C)no1
→ -10	0.6	106	103	-1	0	0	-11	15
(23) COc1ccc(Cl)cc1NC(=O)NN1CCN(C)CC1
→ 0	-0.2	108	103	8	3	10	-9	9
(24) COc1ccccc1C(C)Nc1nc(-c2cccnc2)nc2ccccc12 (stereo not given)
→ -20	-0.6	104	100	6	-5	23	14	16
(25) CN(C)c1cccc(C(=O)N2CCCC(CCC(=O)NCc3ccccc3F)C2)c1 (stereo not given)
→ -28	-1.5	96	98	-8	6	14	8	26
(26) CSc1nnc(-c2cccn(Cc3cccc(Cl)c3)c2=O)o1
→ -3	-0.5	94	101	-3	-6	12	-5	-4
(27) CC(=O)Nc1ccc(NC(=O)C2CCCN2C(=O)Nc2cccc(F)c2)cc1 (stereo not given)
→ -6	1.2	96	102	1	-1	37	-22	-9
(28) Cc1cn(C2OC(COC(=O)c3ccccc3)C(O)C2Cl)c(=O)[nH]c1=O (stereo not given)
→ -3	0.9	94	95	-7	2	43	-14	8
(29) Nc1nc2nccc(-c3ccco3)n2n1
→ 2	-0.4	103	104	2	4	24	-13	35
(30) N/C(=N\OC(=O)CC1CCCCC1)c1ccc([N+](=O)[O-])cc1
→ -1	-1.4	91	91	-4	4	-10	2	10

More compounds follow.
Values run as follows: FID counter	OXTR ag	MEKK2wt PB1 HTS	MEKK3 PB1 HTS	MEKK2 mut-MEK5	PfM18AAP inh	PHOSPHO1 block	GPR7 antagonist	NALP1 yeast inh
(31) CN(C)c1ccc(S(=O)(=O)N2CCCCC2)cc1NC(=O)C1=NN(c2ccccc2)C(=O)CC1
→ -3	0.2	100	102	5	2	41	-7	9
(32) CCOC(=O)CSc1nc(Nc2ccc3c(c2)OCO3)c2ccccc2n1
→ -6	-1.6	108	100	5	-5	-2	2	-7
(33) CCCN(CC1CC1)S(=O)(=O)c1ccc(S(N)(=O)=O)cc1
→ -5	4.9	95	93	-1	-4	14	0	14
(34) O=C(N=c1ccn(-c2nc3ccccc3nc2NS(=O)(=O)c2ccccc2)cc1)c1cccs1
→ 3	0.6	91	98	-2	-4	-10	-3	22
(35) CC(C)=C1C2CCC1C1C(=O)N(NC(=O)COc3ccc(C(C)(C)C)cc3)C(=O)C21 (stereo not given)
→ -29	-1.3	103	106	6	-2	-4	-3	8
(36) COc1ccc(N(C(=O)c2ccco2)C(C(=O)NC2CCCC2)c2ccco2)cc1OC (stereo not given)
→ -23	-0.1	98	99	7	8	9	-4	-13
(37) Clc1cccc(-c2ccc(/C=N/n3cnnc3)o2)c1
→ 2	-0.6	99	100	0	2	-63	4	23
(38) O=C(/C=C/c1ccco1)N1CCN(c2ccc(F)cc2)CC1
→ -23	5.9	94	89	-21	2	13	-1	.
(39) NS(=O)(=O)c1ccc(CCNC(=O)c2cc(-c3cccs3)nc3ccccc23)cc1
→ -2	.	92	104	-7	-6	34	-14	-4
(40) CC(C)CCn1c(Br)nc2c1c(=O)n(CC(N)=O)c(=O)n2C
→ 0	0.3	2.0*[inhibitor]	2.0*[inhibitor]	-15	-6	18	-6	30
(41) Cc1nc2n(n1)C(c1ccccc1)C1=C(CC(c3ccco3)CC1=O)N2 (stereo not given)
→ -9	-0.4	98	100	-3	1	0	1	28
(42) O=C1OC(c2ccccc2)=C/C1=C/N1CCOCC1
→ -5	-0.1	98	103	3	3	-35	-3	-37
(43) COc1ccccc1NS(=O)(=O)c1ccc(O)c(NC(=S)NCC2CCCO2)c1 (stereo not given)
→ -13	2.2	98	102	4	12	-63	-9	-14
(44) COc1ccc(NC(=O)C(CCSC)N2C(=O)c3ccccc3C2=O)cc1 (stereo not given)
→ -3	-1.6	97	97	-5	-12	15	14	10
(45) COc1ccccc1/C=C/C(=O)NCC(=O)n1nc(C)cc1C
→ -3	-0.8	59*[inhibitor]	58*[inhibitor]	-40	-12	39	-1	24
(46) COc1ccccc1NC(=S)N1CCC(NC(=O)c2ccco2)CC1
→ -2	0.0	98	108	0	3	15	-13	-8
(47) COc1cc(OC)cc(C(=O)N[C@H](C(=O)OCC(=O)Nc2ccc(C(C)C)cc2)C(C)C)c1
→ -28	-1.1	97	100	-6	2	1	-5	32
(48) COc1ccc(/C=C/c2onc(C)c2S(=O)(=O)N2CCC(C(=O)N3CCC(C)CC3)CC2)cc1
→ -62	0.0	103	102	2	1	0	-4	0
(49) COc1ccc(N2CCN(C(=O)C3CCCN(S(=O)(=O)c4ccc(F)cc4)C3)CC2)cc1 (stereo not given)
→ -37	4.2	95	97	-5	2	17	9	12
(50) COC(=O)c1ccc(OC(=O)c2ccc(OC)c(OC)c2)c(OC)c1
→ -21	1.4	104	108	5	-1	7	-13	-2
(51) Cc1ccccc1CCN(C(=O)Cn1nnc2ccccc21)C(C(=O)NC(C)(C)C)c1ccsc1 (stereo not given)
→ -5	-1.1	81	76*[inhibitor]	-14	-1	7	-4	32
(52) COc1ccccc1CN1CCNC(=O)C1CC(=O)O (stereo not given)
→ 9	1.9	82	95	-18	-2	-12	5	14
(53) Cc1ccc2c(c1)C1CN(C)CCC1N2Sc1ccccc1[N+](=O)[O-] (stereo not given)
→ 24	7.0	109	99	6	8	-17	19	.
(54) CCN1CCCC1CNC(=O)c1cc(S(=O)(=O)CC)c(N)cc1OC (stereo not given)
→ 2&8	0.6	104&101&103	106&100&102	1&2&-4	0&-6	34	-10&-9	-1
(55) Cc1ccc(NC(=O)C(=O)NCCc2c[nH]c3ccccc23)c(C)c1
→ -5	6.8	99	95	-5	-1	-5	-6	12
(56) CCN(CC)CCOC(c1ccccc1)c1ccc(C)cc1 (stereo not given)
→ 9	1.9	113	112	1	4	-7	2	16
(57) CCOc1ccc(OCCNC2CCCC2)cc1
→ 1	1.8	98	100	-1	3	-6	1	26
(58) CCOC(=O)CSc1nc2c(sc3ccccc32)c(=O)n1CCCN1CCOCC1
→ -3	-1.7	108	107	1	-1	-17	-9	40
